Compound activity deposited in PubChem BioAssay by National Center for Advancing Translational Sciences (NCATS).
Pol iota inh = qHTS for Inhibitors of Polymerase Iota. DNA polymerase iota (Homo sapiens), Q9UNA4. Pol iota fluorescent replication assay, 10 min. Potency, µM (doses to about 115 µM), for the others: at the highest dose activity, negative = inhibition, usual class: inhibitors. 390,000 compounds, 1% hits. AID 588590, 2011
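Fluorescent replication assay read twice, at 0 min and 10 min after adding 50 nM (final) substrate. Enzyme (10 nM) and compounds were first incubated 15 min at room temperature; enzyme-free buffer wells were negative controls.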
Tb PGK inh = qHTS Assay to Find Inhibitors of Phosphoglycerate Kinase | Potency, µM (highest dose often 57.5 µM), inactives show at the highest dose activity change, negative = inhibition, hits mostly inhibitors | 380,000 compounds, 0.043% hits | Phosphoglycerate kinase, glycosomal (Trypanosoma brucei brucei), P07378 | PGK/GAPDH coupled, Kinase-Glo luminescence, 60 min; further: on the % scale 0 is the no-effect control and ±100 the full control effect; nearly all actives have a fitted effect of over 60% in size
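Luminescent ATP detection (Kinase-Glo Plus) follows a 60-minute room-temperature incubation, with wells lacking PGK as controls. Buffer: 100 mM TEA (pH 7.6), 5 mM MgCl2, 0.01% Tween-20. Coupling enzyme GAPDH (100 nM final) supplies unstable 1,3-BPG in-well.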
JMJD2A Tudor = qHTS Assay for Inhibitors of JMJD2A-Tudor Domain. Potency, µM (top dose mostly 114 µM), inactives show at the highest dose activity change, negative = inhibition, hits mostly inhibitors. 390,000 compounds, 4.4% hits. AID 504339, 2011. Lysine-specific demethylase 4A (Homo sapiens), O75164. AlphaScreen JMJD2A-Tudor / H3K4me3 peptide binding; further: on the % scale 0 is the no-effect control and ±100 the full control effect; nearly all actives have a fitted effect of over 50% in size
Target sequence (O75164 whole entry, looked up, the tested form may be a part): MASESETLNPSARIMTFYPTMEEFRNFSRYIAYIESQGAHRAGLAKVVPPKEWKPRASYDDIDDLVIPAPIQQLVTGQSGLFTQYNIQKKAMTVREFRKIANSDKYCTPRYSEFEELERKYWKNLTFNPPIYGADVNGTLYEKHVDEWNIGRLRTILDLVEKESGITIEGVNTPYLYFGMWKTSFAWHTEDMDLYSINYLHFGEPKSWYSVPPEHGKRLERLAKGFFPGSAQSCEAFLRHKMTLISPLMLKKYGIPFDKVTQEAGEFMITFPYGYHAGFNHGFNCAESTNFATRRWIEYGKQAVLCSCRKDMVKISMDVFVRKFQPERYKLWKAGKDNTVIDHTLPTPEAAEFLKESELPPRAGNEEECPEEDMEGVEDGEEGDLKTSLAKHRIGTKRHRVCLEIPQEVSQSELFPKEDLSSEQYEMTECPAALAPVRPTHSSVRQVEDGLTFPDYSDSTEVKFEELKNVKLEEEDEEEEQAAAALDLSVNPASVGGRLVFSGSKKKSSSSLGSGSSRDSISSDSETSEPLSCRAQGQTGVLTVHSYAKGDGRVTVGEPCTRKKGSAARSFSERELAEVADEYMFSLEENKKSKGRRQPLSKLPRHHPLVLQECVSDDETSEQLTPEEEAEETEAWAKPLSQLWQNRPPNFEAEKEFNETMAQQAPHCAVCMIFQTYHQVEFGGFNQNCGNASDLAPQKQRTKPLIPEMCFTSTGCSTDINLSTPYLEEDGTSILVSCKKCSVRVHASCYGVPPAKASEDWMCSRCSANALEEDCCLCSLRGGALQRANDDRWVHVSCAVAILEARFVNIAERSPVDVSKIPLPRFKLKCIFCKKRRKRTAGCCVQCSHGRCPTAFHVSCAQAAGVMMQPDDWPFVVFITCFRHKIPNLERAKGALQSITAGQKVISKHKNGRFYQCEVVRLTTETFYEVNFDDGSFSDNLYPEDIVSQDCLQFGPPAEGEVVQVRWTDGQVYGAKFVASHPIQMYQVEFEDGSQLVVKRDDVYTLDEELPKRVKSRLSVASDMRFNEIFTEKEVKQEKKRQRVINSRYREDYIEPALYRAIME
G9a inh = qHTS Assay for Inhibitors of Histone Lysine Methyltransferase G9a; 350,000 compounds, 8.8% hits; Potency, µM (titrated, usually from 102 µM), without a hit: at the highest dose activity, negative = inhibition, actives largely listed as inhibitors; G9a H3K9 monomethylation, AlphaScreen, 2 h; Histone-lysine N-methyltransferase EHMT2 (Homo sapiens), Q96KQ7; further: on the % scale 0 is the no-effect control and ±100 the full control effect; nearly all actives have a fitted effect of over 75% in size
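Using a bead-based AlphaScreen, monomethylated H3K9 product from 2 h room-temperature reactions (G9a 20 nM, peptide 500 nM, SAM 20 uM) was detected with 0.5 ug/mL rabbit anti-H3K9me1 antibody.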
BLM helicase inh = qHTS Assay for Inhibitors of Bloom's syndrome helicase (BLM) | RecQ-like DNA helicase BLM (Homo sapiens), P54132 | recombinant BLM DNA unwinding, fluorescence dequenching | Potency, µM (top dose mostly 56.1 µM), for the others: top-dose activity change, negative = inhibition, usual class: inhibitors | 350,000 compounds, 0.2% hits | AID 2528, 2010;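 further: plate controls were vehicle for no effect and no enzyme for full effect; nearly all actives have a fitted effect of over 35% in size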
BAZ2B inh = qHTS Assay for Inhibitors of BAZ2B. 360,000 compounds, 4.4% hits. Bromodomain adjacent to zinc finger domain protein 2B (Homo sapiens), Q9UIF8. Potency, µM (highest dose often 114 µM), inactives show at the highest dose activity change, negative = inhibition, actives largely listed as inhibitors. AlphaScreen BAZ2B-H3K14Ac peptide displacement; further: on the % scale 0 is the no-effect control and ±100 the full control effect; nearly all actives have a fitted effect of over 60% in size
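Multi-concentration screen (max 110 uM) measuring displacement of acetylated histone H3 peptide from BAZ2B by AlphaScreen, using 50 nM protein, 50 nM peptide and 10 ug/mL streptavidin donor plus Ni-chelate acceptor beads.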
HP1b chromo inh = HTS for Inhibitors of HP1-beta Chromodomain Interactions with Methylated Histone Tails. Chromobox protein homolog 1 (Homo sapiens), P83916. AlphaScreen HP1-beta / biotin-H3K9me3 peptide binding. AID 540317, 2011. Potency, µM (top dose mostly 114 µM), for inactives: top-dose activity change, negative = inhibition, hits mostly inhibitors. 390,000 compounds, 0.56% hits; further: nearly all actives have a fitted effect of over 70% in size; inactives centre near 23
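Compound inhibition of the preformed complex between 50 nM HP1-beta and 50 nM biotinylated H3K9me3 peptide was read by AlphaScreen. Buffer was PBS pH 7.4 with 0.01% Tween-20. Incubations ran 30 min at room temperature, with 10 ug/mL donor/acceptor beads.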
GLS inhibitor = qHTS for Inhibitors of Glutaminase (GLS) | GLS enzymatic activity, qHTS titration | Potency, µM (doses to about 45.5 µM), for inactives: top-dose activity change, negative = inhibition, usual class: inhibitors | 410,000 compounds, 0.21% hits | AID 624170, 2012; further: on the % scale 0 is the no-effect control and ±100 the full control effect
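Assay buffer: 45 mM KH2PO4 pH 8.2, 0.02% Tween-20. hKGA acts on L-glutamine (1 mM solution added); product glutamate is reported by an oxidase/peroxidase Amplex Red coupling, with fluorescence taken at baseline and 30 min.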
Pin1 inh = qHTS Assay to Find Inhibitors of Pin1; Potency, µM (top dose mostly 115 µM), for inactives: at the top dose activity, negative = inhibition, most hits filed as inhibitors; 390,000 compounds, 0.009% hits; Pin1 FP peptide displacement, HiFluor488, 10 min; active means well fitted inhibition curve with a large enough effect in the polarisation, with a control signal flat, not every such curve was filed as active; inconclusive means small, poorly fitted or top-dose-only effect, or effect the other way, or a change in a side signal; inactive means no such curve, though single readings can be large or run the other way; the % refers to the polarisation; further: on the % scale 0 is the no-effect control and ±100 the full control effect
* hit, by the source's call; i = inactive; ? = inconclusive; / = not tested or not shown; & = joins results of further samples; [ ] = dose if it differs, or a comment. Unless noted, the call rests on the fitted dose curve; in most records, active means well fitted curve in the direction sought with a large enough effect; inconclusive means small, poorly fitted or top-dose-only effect, or another doubt; inactive means no such curve, though single readings can be large; an effect the other way counts as inactive or inconclusive. Potency means the concentration at half of the fitted maximal effect.

Every second line gives: Pol iota inh, Tb PGK inh, JMJD2A Tudor, G9a inh, BLM helicase inh, BAZ2B inh, HP1b chromo inh, GLS inhibitor, Pin1 inh
COc1ccccc1-c1cc(C(F)(F)F)nc(N2CCOCC2)n1
→ 8.6%, -9.4%, 169.9%[activator], /, -7.6%, 111.8%[activator], 311.9%[activator], -1.9%, -1.2%
O=C(NC(=S)Nc1ccccc1)c1cc(-c2ccccc2)nc2ccccc12
→ -2.9%, -5.4%, ?, ?, -6.7%, ?, -26.4%, 22.4%, 7.3%
O=C(c1cccc(S(=O)(=O)N2CCN(c3ccccc3)CC2)c1)N1CCN(c2ccccc2O)CC1
→ -4.2%, -3.5%, -18.0%, ?, /, -22.5%, 7.0%, -7.5%, -0.2%
Cn1ncc(Br)c1NC(=O)Nc1ccccc1
→ -19.1%, /, -6.7%, -1.6%, -3.8%, -17.6%, 62.4%[activator], -0.6%, -0.4%
CCCCN(C)C(=O)c1cn(C)c2ccc(S(=O)(=O)N(C)C)cc2c1=O
→ 7.4%, 3.4%, -30.3%, 8.7%[59 µM], 2.5%, 2.2%, 7.3%, 0.5%, -0.1%
COC(=O)[C@]1(Cc2ccccc2)N[C@H](CN(C)S(=O)(=O)c2ccc(-c3ccccc3)cc2)[C@@H]2C(=O)N(Cc3ccccc3)C(=O)[C@@H]21
→ 21.7%, i, -11.5%, /, /, /, 89.9%[activator], -0.7%, 36.2%[activator]
CCC(Cc1ccccc1)NC(=O)c1cc(S(=O)(=O)N2CCCCC2)c[nH]1 (configuration not stated)
→ 14.8%, i, -15.9%, 20.2%, -0.9%, -5.5%, 36.5%, 0.3%, 4.1%
CSCC[C@H](NC(=O)[C@@H]1Cc2ccccc2CN1)C(=O)NC1CCCC1
→ 27.1%, 0.7%, -0.4%, /, -0.9%, -19.8%, 20.0%, 0.0%, -1.9%
Cc1ccccc1N1CCN(C2CCCN(C(=O)c3cc(CC(C)C)nn3C)C2)CC1 (configuration not stated)
→ 11.3%, 9.6%, -9.7%, -10.0%, -2.0%, -18.9%, 18.8%, 1.6%, -3.1%
Cc1ccc(NC(=O)C2C3C=CC4(O3)C2C(=O)N(CCCN2CCCC2)C4C(=O)NC2CCCCC2)cc1Cl (configuration not stated)
→ 3.1%, 9.3%, -6.4%, ?, 1.3%, 3.1%, 19.8%, 9.1%, -14.2%
CCc1ccccc1N1CC(c2nc3ccccc3n2CC(C)C)CC1=O (configuration not stated)
→ 8.2%, -3.3%, -17.1%, 5.4%[59 µM], -0.3%, -2.8%, 0.3%, -0.6%, -0.7%
Cc1nc(N2CCN(c3ccccn3)CC2)c2c(C)c(C(=O)Nc3ccc(Cl)cc3)sc2n1
→ 15.3%, i, -20.7%, 25.4%[0.501 µM], -8.3%, -9.9%, 32.2%, -4.4%, 13.8%
Cc1ccc2c(c1)N(CC(=O)NCCCN1CCCCC1)C(=O)CO2
→ -19.3%, -2.3%, -2.1%, 15.9%, -9.0%, -6.1%, 14.8%, 3.0%, -4.7%
COc1cc(OC)c(NC(=O)c2c(C)oc3nc(C)nc(N4CCOCC4)c23)cc1Cl
→ 16.6%, -2.9%, -2.6%, -1.0%[59 µM], -1.9%, 7.9%[57.1 µM], 36.3%, 1.5%, -8.2%
CCOC(=O)CCc1c(C)c2ccc(OCC)c(C)c2oc1=O
→ 6.9%, i, -6.5%, 17.3%[59 µM], -7.1%, -3.2%, 15.1%, 2.6%, -3.6%
CCOC(=O)c1cc(-c2ccccc2)nn1Cc1cc(C)no1
→ -6.8%, -3.2%, 45.4%[activator], 10.2%[2.33 µM], /, 71.8%[activator], 86.9%[activator], -6.0%, -4.1%
CCOC(=O)NC(=O)CSc1ccc(S(=O)(=O)N(C)C2CCCCC2)cn1
→ 20.1%, -8.8%, -26.1%, -9.6%[2.33 µM], /, 10.9%, 57.0%[activator], -5.4%, 6.9%
COc1ccc2c(n1)Sc1nc3ccccc3nc1N2
→ 30.9%, -2.5%, ?, 15.3%, -15.2%, -1.1%, 11.4%, -13.5%, ?
O=C(CSc1oc(-c2ccccc2)nc1S(=O)(=O)c1ccc(Br)cc1)c1ccccc1
→ ?, 7.2%, -5.1%, ?, -1.8%, -1.4%, 31.5%, 7.6%, 53.6%[activator]
Cc1ccc(C)c(NC(=S)NCc2ccc3[nH]c4c(c3c2)CCCC4)c1
→ -14.4%, -3.0%, 50.1µM*, 39.8µM*, -12.7%, 31.6µM*, ?, 5.5%, -1.0%
O=C(NCc1ccccn1)c1cccc([N+](=O)[O-])c1
→ 33.5%[activator], i, -18.7%, /, -0.1%, -1.4%, 18.9%, 2.1%, -4.7%
Cc1nnc(SCC(=O)Nc2cccc(C(F)(F)F)c2)[nH]c1=O
→ 13.4%, -0.6%, -2.5%, -9.2%, -0.6%, -1.0%, 51.9%[activator], 0.4%, 3.2%
CCOCCCn1c(SCC(=O)NCCCOC)nc2c(sc3ccccc32)c1=O
→ 10.8%, -5.9%, -0.7%, -2.3%[59 µM], 0.7%, -0.8%, 51.5%[activator], -3.2%, 1.3%
CC(=O)c1ccc(NC(=O)c2cc(C3CC3)nc3c2c(C)nn3-c2ccc(C)cc2)cc1
→ 28.2%, -9.3%, -4.9%, -3.0%[59 µM], 3.3%, 9.4%[57.1 µM], 36.6%, -10.2%, -1.6%
O=C(NCc1ccccc1)C1(CC2CC(c3ccccc3)=NO2)CCNCC1 (configuration not stated)
→ 0.7%, 6.2%, -28.9%, 4.4%[0.501 µM], /, -8.2%, 17.3%, 3.6%, -0.8%
CCOC(=O)C[C@H]1c2cc(F)ccc2S(=O)(=O)N1C(C)(C)C
→ 8.9%&13.9%, 6.9%, -13.5%, /, /, /, 38.8%, -0.2%, 5.9%
CC1(C(=O)Nc2cccc3ccccc23)CC1(Br)Br (configuration not stated)
→ 20.6%, 4.1%, -5.0%, /, -0.1%, -11.2%, 25.4%, -22.3%, -0.7%
O=C(OCn1ncc(Cl)c(Cl)c1=O)c1ccc(C(F)(F)F)cc1
→ -10.9%, -7.6%, -10.8%, 20.1%[12.7 µM], -8.1%, -9.7%, 11.3%, -7.4%, -1.8%
COc1cc(C(F)(F)F)nc2c(Br)c(C(C)(C)C)nn12
→ 20.3%, 1.9%, 43.8%[activator], /, -11.6%, 29.6%, 85.5%[activator], 0.0%, -6.1%
CCN1CCN(C(=O)C2CCN(S(=O)(=O)c3cccc4cccnc34)CC2)CC1
→ 22.8%, -5.8%, -6.9%, ?, 2.2%, 9.2%, 37.1%[activator], -4.7%, -6.8%
Cn1c(Cc2ccccc2)nnc1SCC(=O)NCCc1ccccc1
→ -9.5%, -1.0%, -12.3%, -5.7%[59 µM], 3.8%, -18.6%, 24.1%, -1.1%, 5.9%
CCn1cnc2c(oc3ccccc32)c1=O
→ 26.6%, 6.9%, -14.4%, -0.3%, -1.3%, 14.7%, 30.7%, 6.0%, 1.1%
O=C1CSC2(C(=O)N(Cc3cccc(C(F)(F)F)c3)c3ccccc32)N1c1ccc(F)c(F)c1 (configuration not stated)
→ -3.1%, -1.6%, -9.7%, -25.2%[59 µM], -7.5%, 6.8%[57.1 µM], 35.6%, -8.0%, 0.4%
O=C(CCCn1c(=S)[nH]c2ccsc2c1=O)NCc1ccco1
→ -18.6%[58.9 µM], -7.3%, 56.2µM*, ?, 0.0%, ?, 4.4%, -12.7%, -2.5%
CC(C)(C)C(=O)NC(=C(Cl)Cl)P(=O)(O)O
→ 8.8%, i, -20.1%, 3.5%[12.7 µM], 1.0%, -0.5%, 35.5%, -3.6%, -13.5%
OCc1cn(-c2ccccc2)nc1-c1ccc2c(c1)OCCO2
→ 5.4%, 5.1%, -9.3%, 9.3%[59 µM], -4.5%, -21.5%, 14.2%, 4.5%, 4.7%
COc1cccc(C(=O)Nc2ncc3c(n2)CC(C)CC3=O)c1 (configuration not stated)
→ 1.2%, i, -6.0%, -20.0%[12.7 µM], -0.7%, -15.8%, 30.2%, 1.4%, -1.9%
COc1ccc(N(CC(=O)N/N=C/c2cccnc2)S(=O)(=O)c2ccccc2)c(OC)c1
→ 35.4%[activator], -4.3%, -17.1%, 17.7%, -2.2%, -17.2%, 32.5%, -2.4%, 2.6%
CC1=NOC(=O)/C1=C\c1ccc(-c2ccc(Br)cc2)o1
→ ?, -8.6%, ?, 5.01µM*, -14.0%, 11.2µM*, -22.7%, 0.5%, 13.2%
Cc1ccc(/C(O)=C2/C(=O)C(=O)N(CC(=O)O)C2c2ccc([N+](=O)[O-])cc2)cc1 (configuration not stated)
→ -9.3%, -7.4%, 50.1µM*, ?, -2.8%, ?, 57.4%[activator], ?, -14.3%
NC(=S)NNc1cc(Cl)cc(Cl)c1
→ 37.9%[activator], -2.5%, 35.5µM*, ?, -1.2%, -36.4%, -18.7%, 35.5%[activator], ?
O=C(N/N=C/c1ccccn1)c1cc(C2CC2)nc2ccccc12
→ 26.3%, 3.2%, -32.5%, ?, 1.2%, 6.4%, 27.5%, 19.8%, -11.4%

Fetched by compound from above:
Every second line gives: Pol iota inh, Tb PGK inh, JMJD2A Tudor, G9a inh, BLM helicase inh, BAZ2B inh, HP1b chromo inh, GLS inhibitor, Pin1 inh
Cc1ccc(/C(O)=C2/C(=O)C(=O)N(CC(=O)O)C2c2ccc([N+](=O)[O-])cc2)cc1 (configuration not stated)
→ -9.3%, -7.4%, 50.1µM*, ?, -2.8%, ?, 57.4%[activator], ?, -14.3%
OCc1cn(-c2ccccc2)nc1-c1ccc2c(c1)OCCO2
→ 5.4%, 5.1%, -9.3%, 9.3%[59 µM], -4.5%, -21.5%, 14.2%, 4.5%, 4.7%

An excerpt. The share of hits here may be higher or lower than overall.
